From PubChem
PG9 Ab binder = small molecules binding HIV-1 gp120 antibody PG9 | TR-FRET gp120-PG9 antibody binding | inhibition, % at 6.7 µM | 0.43% of 360,000 active; in the data active = inhibition above about 8.5%
FXN GAA850 act = increases GAA850 frataxin promoter reporter activity; activation, % at 6 µM; 0.56% of 360,000 active; HEK293 lucGAA850 FXN promoter luciferase reporter, 24 h; percent of 10 µM SAHA response; AID 540364;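 active = activation above the average of all compounds screened plus 3 SD, cutoff fixed separately per campaign, cut at about 7.5% in these data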;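 also: 0% = DMSO wells and 100% = 10 µM SAHA wells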
NPR1 activator = GC-A (human) enzyme activation; AID 1671463; P16066; HEK293 GC-A cells, cGMP TR-FRET, EC30 ANP; 0% at EC30 ANP, 100% saturating ANP; activation, % at 10 µM; 0.14% of 370,000 active; in the data active = activation above about 40%
SMARCA2 act = activators of SMARCA2 function | MG213 cells, MMTV-luciferase reporter, dexamethasone, overnight | activation, % at 9.1 µM | 1% of 370,000 active | AID 652017; in the data active = activation above about 7.8%;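 also: 0% = vehicle wells and 100% = reference activator wells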
ssDAF-12 act = S. stercoralis DAF-12 activation, primary screen. HEK293 ssDAF-12/GRIP1 lit1-tk-luc reporter, luminescence; % of 3 µM dafachronic acid response. activation, % at 6.8 µM. 1% of 370,000 active;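 active = activation above the mean over all tested compounds plus 3 SD, cut at about 0.9% in these data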;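 also: 0% = DMSO-only wells and 100% = 3 µM delta7-dafachronic acid wells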
ADAM10 inh = ADAM10 inhibition, QFRET primary screen | recombinant ADAM10, EDANS/DABCYL FRET peptide cleavage, 3 h | 0.62% of 370,000 active | O14672 | inhibition, % at 7 µM | AID 720582;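 active = inhibition above a per-campaign cutoff equal to the mean of compounds falling between control-based bounds plus 3 SD, cut at about 20% in these data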;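 also: 0% = DMSO wells while the 100% control is not disclosed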
Target sequence (O14672 214-748 limits assumed): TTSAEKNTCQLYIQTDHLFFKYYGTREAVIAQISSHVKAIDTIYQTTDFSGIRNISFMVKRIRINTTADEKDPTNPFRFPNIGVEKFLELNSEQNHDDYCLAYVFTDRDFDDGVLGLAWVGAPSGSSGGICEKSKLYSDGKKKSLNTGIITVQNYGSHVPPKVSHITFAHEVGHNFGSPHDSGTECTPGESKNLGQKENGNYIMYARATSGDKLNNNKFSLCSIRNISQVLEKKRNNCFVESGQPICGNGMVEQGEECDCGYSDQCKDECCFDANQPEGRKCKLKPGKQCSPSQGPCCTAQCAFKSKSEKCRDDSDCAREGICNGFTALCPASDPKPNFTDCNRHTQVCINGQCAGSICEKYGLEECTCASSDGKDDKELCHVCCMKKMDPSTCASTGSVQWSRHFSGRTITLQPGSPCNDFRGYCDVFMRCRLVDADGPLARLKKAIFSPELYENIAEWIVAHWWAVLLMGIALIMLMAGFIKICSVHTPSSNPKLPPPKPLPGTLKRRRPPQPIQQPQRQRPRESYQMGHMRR
DAX1 inh-1 = inhibits human nuclear receptor DAX1. HEK293 Gal4-DAX1 luciferase reporter, luminescence. inhibition, % at 6.75 µM. 0.99% of 340,000 active. AID 504766;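 active = inhibition above the mean over all tested compounds plus 3 SD, cut at about 4.2% in these data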;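 also: 0% = DAX1-transfected cells with DMSO and 100% = empty-vector control cells with DMSO; inhibition shows as a rise in luminescence from relieved DAX1 repression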
Target sequence (P51843 207-470 limits assumed): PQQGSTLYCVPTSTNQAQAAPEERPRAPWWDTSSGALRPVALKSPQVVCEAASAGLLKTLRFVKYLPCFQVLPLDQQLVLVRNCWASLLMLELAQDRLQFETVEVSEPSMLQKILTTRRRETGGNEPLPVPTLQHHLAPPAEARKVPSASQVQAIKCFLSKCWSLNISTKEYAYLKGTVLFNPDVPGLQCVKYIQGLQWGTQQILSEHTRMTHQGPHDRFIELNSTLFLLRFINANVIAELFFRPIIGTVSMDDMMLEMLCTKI
ADAM17 inh = inhibits human ADAM17. recombinant ADAM17, EDANS/DABCYL FRET peptide cleavage. 0.83% of 370,000 active. P78536. inhibition, % at 6.95 µM;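 active = inhibition above the mean of compounds lying between control limits plus 3 SD, set per campaign, cut at about 8.5% in these data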;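 also: 0% = DMSO-only wells as the low control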
DAX1 inh-2 = blocks DAX1 repression of SF-1 activated StAR promoter; HEK293T StAR-luciferase reporter, SF-1/DAX-1 repression relief; inhibition, % at 6.8 µM; 1.1% of 370,000 active; AID 652010;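 active = inhibition above the mean over all tested compounds plus 3 SD, cut at about 3.6% in these data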;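 also: 0% = DAX-1 cells with DMSO and 100% = cells lacking DAX-1 with DMSO; higher inhibition means more luminescence from relief of DAX-1 repression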
hcDAF12 agonist = H. contortus DAF-12 activation, primary screen. HEK293 hcDAF-12 lit1-tk-luc reporter, luminescence; 0% DMSO, 100% Δ7-dafachronic acid. activation, % at 6.8 µM. 1.4% of 370,000 active;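 active = activation above the mean of all tested compounds plus 3 SD, cut at about 5.5% in these data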;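 also: 100% = response to 3 µM Δ7-dafachronic acid high control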
hgDAF12 agonist = hgDAF-12 agonism, primary luciferase screen; 1.8% of 370,000 active; AID 687014; activation, % at 6.8 µM; HEK293 GAL4-hgDAF12 UAS-luciferase reporter, agonist luminescence; normalized to butyrate control;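 active = activation above a cutoff set at the mean of all screened compounds plus 3 SD, cut at about 10% in these data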;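 also: 0% = DMSO wells and 100% = sodium butyrate wells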
* = called active by the depositor; i = inactive; x = no result given. A portion of the library; count on the stated rates, not on these rows.

Value order: PG9 Ab binder, FXN GAA850 act, NPR1 activator, SMARCA2 act, ssDAF-12 act, ADAM10 inh, DAX1 inh-1, ADAM17 inh, DAX1 inh-2, hcDAF12 agonist, hgDAF12 agonist
1. CN1C(=O)N(C)C(=O)C2(Cc3cc(NC(=O)c4ccc(F)cc4)ccc3N3CCCC32)C1=O (configuration not stated)
    -0.9, 2.5, -3, -2, -0.7, -18, 0.0, -2, 0.2, 0.8, 2.1
2. C[C@]12CCC3C(CC[C@H]4C[C@@H](O)CC[C@]34C)C1[C@H]1CN=N[C@H]1[C@@H]2O (some centres not stated)
    0.1, 1.4, 1, -5, -1.1, -3, -0.8, 3, 0.0, -0.4, -5.1
3. O=C(NCCCn1ccnc1)C(Cl)(Cl)Cl
    -2.8, 1.6, 5, 1, -0.1, 2, 0.3, -2, 0.0, 3.9, 2.4
4. C[N+](C)(C)c1ccccc1
    -0.9, 1.4, -1, -5, -0.8, 14, 0.3, 5, 0.4, -0.8, -4.5
5. S=C(NCCc1ccccc1)NCCc1cnc[nH]1
    0.2, 1.6, 1, -2, -0.8, -8, 1.1, 0, -0.2, 1.4, 2.2
6. Cc1cc(N(CCCl)CCCl)ccc1/C=N/N=C(\N)c1cnccn1
    -3.2, -0.4, 1, 3, -1.2, 2, 4.0, 0, 0.4, 0.2, 4.0
7. COc1cccc(-c2sc3ccccc3c2-c2ccc(OCCN3CCOCC3)cc2)c1
    -2.8, 1.0, 1, -2, -1.1, -2, -0.1, 2, -0.4, -2.1, -0.5
8. Cc1cc(N2CCNC[C@H]2C)ccc1N1CC[C@H](O)C1
    0.8, x, -2, 2, -0.8, -9, x, -2, 0.6, -2.1, -2.7
9. CCCc1nnc(NC(=O)CCC(=O)N2CCC3(CC2)OCCO3)s1
    -1.8, 2.2, 2, 2, -0.7, 2, 1.5, -3, -0.2, 1.4, -0.9
10. CC1(C)C(=O)CC[C@@]2(C)C1=CCC1C2CC[C@]2(C)C(=O)CCC12 (some centres not stated)
    0.2, -1.1, -1, 4, -1.4, 4, 0.7, 2, 1.1, -1.5, 0.9
11. CNC(=O)Oc1ccc2c(c1)C(=O)c1ccccc1CO2
    -2.0, 0.5, -1, -2, -1.3, -7, -0.8, -1, -0.5, 1.6, 1.6
12. COC(=O)C1=C(c2ccc(F)cc2F)C[C@@H]2CC[C@H]1N2C(=O)NC1Cc2ccccc2C1
    0.2, 1.5, -2, 3, -0.4, 2, 1.1, -4, -0.4, 0.1, -0.3
13. O=C(NCc1cccnc1)NC1CCCCC1
    5.1, -0.5, -1, 1, -0.8, -4, -0.4, -4, 0.9, 1.7, 0.6
14. CCC1=Nc2cc(C(=O)N3CCC4(CC3)OCCO4)ccc2Sc2ccc(C)cc21
    -0.9, 1.2, -5, 0, -1.1, 4, 1.6, 4, -0.2, -1.9, -1.4
15. COC(=O)C1=C(c2cc3ccccc3s2)C[C@@H]2CC[C@H]1N2C(=O)NCCS(C)=O (some centres not stated)
    0.1, -0.5, 2, 0, -1.5, -1, 1.3, -5, -0.8, -2.3, -0.8
16. C[C@@H]1CC2C3CC=C4C[C@@H](O)CC[C@]4(C)C3CC[C@]2(C)[C@H]1O (some centres not stated)
    0.5, 0.6, -2, -4, -1.1, -4, -0.4, -5, -0.1, 5.2, 1.1
17. COC(=O)C1=C(c2cc3ccccc3o2)C[C@@H]2CC[C@H]1N2C(=O)N1CCCC1
    -0.1, -2.1, 2, -1, -1.8, 2, -2.1, -1, -0.6, -1.8, -4.0
18. CCN1CCN(C(=O)COc2ccc3oc4c(c3c2)CCCC4)CC1
    2.1, 2.5, 2, -4, -0.7, -6, 0.3, 3, -0.7, -1.0, -3.2
19. Cc1cccc(OCCn2cccc2/C=C2/C(=O)NC(=O)N(Cc3ccco3)C2=O)c1
    -0.4, 0.8, -9, -1, -1.2, 0, x, -2, 0.1, -0.7, -1.1
20. CNC(C(=O)c1ccccc1)C(OC(C)C)c1ccc(Cl)cc1 (configuration not stated)
    2.2, 1.5, -28, -3, -0.8, 5, -0.5, -5, -0.1, -0.4, -1.2
21. NCCCCCC(=O)OC1N=C(c2ccccc2Cl)c2cc(Br)ccc2NC1=O (configuration not stated)
    -2.3, -2.8, -6, -1, -1.0, -3, -0.4, 4, -0.5, -0.7, -0.9
22. CN(C)C(=O)Oc1cccc(NC(=O)c2ccccc2C(F)(F)F)c1
    -0.3, -0.5, -1, -2, -1.4, 1, -0.3, 1, -0.1, -1.2, -1.2
23. C[C@]12CC[C@H](O)CC1C(=O)CC1C2CC[C@@]2(C)C1CC[C@@H]2O (some centres not stated)
    0.3, 2.0, 0, 0, -1.1, 7, -1.1, -2, -2.6, -1.6, 6.4
24. CCC(=O)Nc1ccc(N2CCN(CC)CC2)c(Cl)c1
    0.5, 0.3, 5, -5, -1.6, -7, -0.3, 0, 0.2, -1.2, 0.4
25. COP(=O)(CC(=O)O)c1ccccc1 (configuration not stated)
    1.8, 5.2, -1, -3, -1.2, -3, 1.5, -7, -0.6, -0.3, -2.1
26. C[C@@H]1C(=O)O[C@@H]2[C@H](O)C34[C@@H]5OC(=O)C3(O[C@H]3OC(=O)[C@H](O)C34[C@H](C(C)(C)C)[C@H]5O)[C@@]12O (some centres not stated)
    -0.1, -0.3, 0, 0, -1.2, -1, -0.2, -6, -0.1, -0.5, -1.2
27. O=c1[nH]c2ccccc2o1
    0.0, 0.5, -2, 2, -1.2, -4, 1.3, 0, 0.1, -1.0, -2.3
28. CC12CN3CN(C1)CC(c1ccccc1)(C3)C2=O
    -0.2, 0.0, -3, -1, -1.5, -7, -0.5, -7, 0.2, -0.2, -1.0
29. COc1ccc(CNCCc2c[nH]c3ccccc23)c(OC)c1OC
    -1.2, 8.1*, -20, -2, -1.3, -9, -0.9, -3, -0.3, -1.1, -1.5
30. N#CCCn1cc(C(=O)Nc2ccc([N+](=O)[O-])cc2)c(-c2ccc3c(c2)OCCO3)n1
    -0.3, 0.9, 1, -1, -1.1, 2, -0.4, 0, -1.1, -1.5, -2.0
31. Oc1ccccc1Cl
    -4.0, -0.7, 2, -1, -1.1, -12, 0.7, -4, 0.1, -1.9, -1.6
32. COc1ccc(C(O)P(=O)(Oc2ccccc2)Oc2ccccc2)cc1 (configuration not stated)
    -2.6, 1.8, 3, 0, -0.9, 1, -0.8, 1, -0.1, 0.3, -0.1
33. COc1ccc(CCNCc2ccc(Br)cc2)cc1OC
    -0.3, -1.0, -13, -1, -1.4, 1, 0.8, -6, -0.1, -1.2, 1.4
34. CN1C(=O)NC(=O)/C(=C/c2ccc([N+](=O)[O-])o2)C1=O
    -8.0, x, -4, -4, -1.0, -1, x, -3, 0.1, 0.6, -0.1
35. CCN1C(=O)C(=C/C=C/c2ccco2)C(=O)N(CC)C1=S
    -2.0, -0.2, -5, 0, -0.9, 7, 2.0, -1, 0.3, -1.2, -1.4
36. Brc1cccc(CNCCc2ccc3c(c2)OCO3)c1
    1.2, 0.4, -17, -3, -0.8, -4, 0.6, -1, -0.1, -1.3, -0.2
37. CC1([N+](=O)[O-])COP(=O)(NC2CCCC2)OC1 (configuration not stated)
    1.1, -0.4, -1, 5, -0.9, 5, 0.3, 1, -0.5, 0.4, 1.7
38. C=C1C(=O)O[C@@H]2C[C@@H](C)[C@@H]3C=CC(=O)[C@@]3(C)[C@@H](O)[C@H]12
    -0.6, -15, 6, -15, -3.0, -6, -5.5, -4, -8.0, -7.2, -14
39. Cc1cc(C)cc(OCCOc2cccc(C=C3C(=O)NC(=O)NC3=O)c2)c1
    -0.1, 1.8, -4, 0, -0.8, 1, 1.2, 0, 0.6, 0.9, 6.1
40. Clc1ccc(C(c2ccc(Cl)cc2)n2cc[n+](CC(OCc3ccc(Cl)cc3Cl)c3ccc(Cl)cc3Cl)c2)cc1 (configuration not stated)
    -1.8, -9.2, -32, -9, -1.7, 16, -0.2, 1, -3.5, -1.6, -1.8
41. CN(C)C(=O)Oc1noc2cc(Cl)ccc12
    0.0, 2.6, 12, 0, -0.8, -3, -0.6, -1, -0.7, 3.4, 1.6
42. Cc1ncc(CN2CCCC(C(=O)c3ccc(C(C)(C)C)cc3)C2)s1 (configuration not stated)
    0.0, -0.1, 1, -1, -2.5, 12, -1.8, 2, -1.3, -0.4, -1.7
43. CCOCCCn1c(N)c(C(=O)Nc2sc3c(c2C(=O)OC)CCCC3)c2nc3ccccc3nc21
    1.1, -5.6, 4, -5, -1.9, i, -3.0, -456, -2.6, -2.1, -7.6
44. Cc1ccc(CN2CCN(Cc3ccccc3F)CC2)cc1
    0.3, 2.2, 3, -2, -1.9, -5, -1.9, -1, 0.5, -1.4, 0.9
45. Cc1cc(N2CCCCC2)ccc1C=C1C(=O)N(C)C(=S)N(C)C1=O
    -1.4, 6.0, -1, -4, -0.1, -5, 0.0, 5, 0.7, 0.9, -1.7
46. Cc1nonc1OCCNc1ccc([N+](=O)[O-])c2cccnc12
    -0.1, 2.7, -8, -2, -1.4, 12, -1.0, 7, -1.0, -4.3, -1.3
47. Cc1cc(OC(=O)N(C)C)nc(SCc2c(Cl)cccc2Cl)n1
    0.6, 2.9, 5, -5, -0.5, -7, 1.4, -4, 0.0, 1.7, -0.8
48. Cc1ccccc1N1C(=O)CC(=O)NC1=O
    0.3, -0.5, 1, -3, -1.8, -1, 0.0, -10, -0.1, -0.1, -0.8
49. COc1ccc(C(c2nnnn2Cc2ccccc2)N2CCC(n3c(=O)[nH]c4ccccc43)CC2)cc1 (configuration not stated)
    -0.3, x, -2, 4, -1.2, 0, x, -1, -1.4, -2.4, -1.6
50. CCOC(=O)C1=C(C)OC(N)=C(C(=O)OCC)C12C(=O)Nc1ccc(Br)cc12 (configuration not stated)
    0.8, 1.2, -22, 0, -0.3, -4, -0.8, -2, -0.4, 3.5, 1.1
51. CCC1(c2ccc(-c3ccccc3)cc2)C(=O)NC(=O)NC1=O
    0.2, -0.7, 5, 0, -0.3, 4, -0.2, 1, -0.1, -0.7, 2.0
